# NF-kB neuron act = NF-kB expression increase, human neuronal cells. NF-kB reporter expression; active compounds read high. fold change at 12.5 µM. actives 1.6% (n = 190,000). AID 1239; in the data active = fold change above about 3.3
# Diaph inh CS = diaphorase inhibition or chemical oxidation counter-screen; AID 1217; actives 0.69% (n = 190,000); diaphorase resazurin-to-resorufin fluorescence, NADH, 16 min; bacterial (C. kluyveri) enzyme, not human; inhibition, % at 20 µM;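 active = primary screen inhibition at 20 µM above a set limit, cut at about 50% in these data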;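 note: plate controls were DMSO with full reaction for no effect and wells lacking NADH for full effect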
#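 Detection: fluorescence of resorufin formed from resazurin, Ex 544/Em 590 nm; test system: Clostridium kluyveri diaphorase enzyme; amount: 0.14 U/mL diaphorase, enzyme working solution; times: 16-min room-temperature incubation before reading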
# APP 5'UTR act = APP 5'UTR luciferase reporter activation | SH-SY5Y APP 5'UTR luciferase reporter, luminescence; zero percent = DMSO vehicle wells | activation, % at 2 µM | actives 1% (n = 190,000) | AID 1276;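 active = activation above a set limit, based on mean plus 3 SD of controls, cut at about 140% in these data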; note: values of inactives mirror those of a sister screen read the other way
# APP transl inh = APP translation inhibition; SH-SY5Y APP 5'UTR-luciferase reporter, luminescence; inhibition, % at 2 µM; actives 0.82% (n = 190,000); AID 1285;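 active = inhibition above a set limit, derived from the sample mean plus 3 SD, cut at about 45% in these data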; note: values of inactives mirror those of a sister screen read the other way
# STAT1 activator = STAT1 signaling activation | NIH 3T3 STAT1-luciferase reporter, IFN-gamma, luminescence; 100% = IFN-gamma alone, no compound | activation (% of control), % at 5.5 µM | actives 2.6% (n = 200,000);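 active = activation above the screen-wide mean activation plus 3 SD, cut at about 130% in these data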;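 note: raw ratio to IFN-gamma control signal so 100% means no change and 0% no light; values of inactives mirror those of a sister screen read the other way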
# FLuc inhib CS = counter-screen for luciferase assay inhibitors: firefly luciferase inhibition; AID 1006; ATPLite firefly luciferase biochemical luminescence, 10 min; P08659; actives 1.5% (n = 200,000); inhibition, % at 10 µM;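 active = inhibition above about 50% when tested at 10 µM, limit read from the data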
# G6PDH counter = L. mesenteroides G6PDH inhibition counter-screen | Purified L. mesenteroides G6PDH, diaphorase/resazurin coupled fluorescence, 45 min | inhibition, % at 5 µM | actives 0.12% (n = 200,000); in the data active = inhibition above about 50%
# TLR4 MyD88 comp = TLR4-MyD88 interaction inhibition in cells. O00206+Q99836. HeLa CL3-4 TLR4/MyD88 BLA complementation, FRET ratio. inhibition, % at 8.4 µM. actives 0.18% (n = 200,000). AID 861; in the data active = inhibition above about 25%;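 note: 0% = vehicle and 100% = reference inhibitor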
# Target sequence (O00206 whole entry, looked up): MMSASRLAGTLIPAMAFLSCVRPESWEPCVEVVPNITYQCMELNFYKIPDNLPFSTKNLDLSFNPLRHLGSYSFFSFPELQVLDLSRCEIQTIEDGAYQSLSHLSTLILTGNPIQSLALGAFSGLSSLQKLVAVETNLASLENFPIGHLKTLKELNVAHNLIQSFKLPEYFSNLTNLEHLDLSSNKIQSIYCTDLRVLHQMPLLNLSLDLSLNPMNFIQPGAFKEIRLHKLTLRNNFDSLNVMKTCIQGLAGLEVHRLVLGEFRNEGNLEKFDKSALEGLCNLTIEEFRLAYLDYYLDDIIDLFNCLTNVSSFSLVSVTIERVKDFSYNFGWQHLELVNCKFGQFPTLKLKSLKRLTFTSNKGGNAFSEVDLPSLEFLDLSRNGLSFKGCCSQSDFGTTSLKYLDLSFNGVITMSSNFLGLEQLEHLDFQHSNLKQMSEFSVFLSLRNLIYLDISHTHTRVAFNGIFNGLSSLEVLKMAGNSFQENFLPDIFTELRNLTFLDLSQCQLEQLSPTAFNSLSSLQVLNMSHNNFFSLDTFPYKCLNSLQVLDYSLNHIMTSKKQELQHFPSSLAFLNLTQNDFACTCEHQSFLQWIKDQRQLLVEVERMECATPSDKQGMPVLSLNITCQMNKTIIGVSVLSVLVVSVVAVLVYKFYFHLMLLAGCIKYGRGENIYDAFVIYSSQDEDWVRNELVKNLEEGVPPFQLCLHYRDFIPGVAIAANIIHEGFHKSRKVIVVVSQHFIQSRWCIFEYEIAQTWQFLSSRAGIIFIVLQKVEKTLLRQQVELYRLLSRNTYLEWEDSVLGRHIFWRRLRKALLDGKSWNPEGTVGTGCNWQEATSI
# Target sequence (Q99836 whole entry, looked up): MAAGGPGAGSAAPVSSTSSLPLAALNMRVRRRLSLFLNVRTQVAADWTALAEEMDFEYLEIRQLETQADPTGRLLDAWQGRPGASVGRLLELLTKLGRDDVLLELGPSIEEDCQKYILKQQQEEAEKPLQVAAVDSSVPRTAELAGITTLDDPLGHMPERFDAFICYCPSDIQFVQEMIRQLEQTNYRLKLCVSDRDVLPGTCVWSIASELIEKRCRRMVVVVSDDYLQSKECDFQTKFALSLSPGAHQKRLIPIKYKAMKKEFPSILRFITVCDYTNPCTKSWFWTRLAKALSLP
# Diaph act CS = diaphorase activation or chemical reduction counter-screen | Diaphorase/resazurin coupled assay, resorufin fluorescence, 16 min; active compounds read high; 1 = vehicle wells, 0 = NADH-free wells | activation factor at 20 µM | actives 0.005% (n = 190,000);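 active = diaphorase activity raised at least twofold by the compound at 20 µM; inactive = activation factor below 2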
#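 System – purified diaphorase enzyme from Clostridium kluyveri · Input – enzyme 0.07 U/mL final · Also added – final NADH 0.114 mM, resazurin 0.1 mM · Measured by – fluorescence of resorufin, 544 nm excitation, 590 nm emission · Timing – 16 min enzyme reaction, ambient temperature · Measure – resorufin increase flagging diaphorase activators or reducers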
# FLuc stim CS = firefly luciferase counter-screen for stimulation assays. 200,000 tested, under 10 active. AID 1027. P08659. ATPlite luciferase biochemical, luminescence, 10 min; 0 = ATP-free wells, 1 = DMSO control. activation factor at 10 µM;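 active = luciferase activation factor, scaled between plate controls, of at least 2 with compound at 10 µM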
#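 Assay system: Luciferase/luciferin detection reagent, cell-free biochemical luciferase assay / Also added: ATP substrate / Schedule: 10 min at ambient temperature / Measured by: luminescence measurement of luciferase light output / Benchmarks: low control with PBS replacing ATP, high control enzyme plus ATP without compound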
# An asterisk follows results filed as active; x = not tested or not shown. This is a random part of the collection. Share with any hit: about 5.6%.
# Labels used below – A = NF-kB neuron act; B = Diaph inh CS; C = APP 5'UTR act; D = APP transl inh; E = STAT1 activator; F = FLuc inhib CS; G = G6PDH counter; H = TLR4 MyD88 comp; I = Diaph act CS; J = FLuc stim CS
SMILES: CC1CCC(NC(=O)CC(C)(C)Cc2nc3ccccc3c(=O)[nH]2)CC1 (stereo unspecified)
  A = 0.81 | B = 6 | C = -10 | D = 10 | E = 108 | F = -4 | G = 14 | H = -14 | I = 0.9 | J = 1

SMILES: CCNc1ccc(C(=O)O)cc1N
  A = 1.4 | B = 28 | C = 114 | D = -114 | E = 102 | F = -8 | G = 16 | H = 7 | I = 0.7 | J = 1.1

SMILES: O=C(NCCC1=CCCCC1)C1CCN(Cc2cnn(-c3ccccc3)c2-n2cccc2)CC1
  A = 0.8 | B = 16 | C = 8 | D = -8 | E = 91 | F = -3 | G = 2 | H = 10 | I = 0.8 | J = 1

SMILES: CCCCNC(=O)NS(=O)(=O)c1ccc(NS(=O)(=O)c2ccccc2)cc1
  A = 1.1 | B = 21 | C = -4 | D = 4 | E = 99 | F = -5 | G = 9 | H = 10 | I = 0.8 | J = 1.1

SMILES: O=C(NCc1cccnc1)c1ccc(S(=O)(=O)N2CCCCCC2)cc1
  A = 1 | B = -1 | C = 15 | D = -15 | E = 98 | F = -1 | G = 2 | H = 14 | I = 1 | J = 1

SMILES: Cn1cc(P(=O)(N2CCOCC2)N2CCOCC2)cc1P(=S)(N1CCOCC1)N1CCOCC1
  A = 1.1 | B = -4 | C = -20 | D = 20 | E = 112 | F = -8 | G = 9 | H = -2 | I = 1 | J = 1.1

SMILES: CN(C)c1ccc(C(=O)c2ccccc2C(=O)O)c(O)c1
  A = 1.2 | B = 0 | C = 8 | D = -8 | E = 99 | F = -2 | G = 8 | H = -1 | I = 1 | J = 1

SMILES: Cc1ccsc1/C=C/C(=O)O
  A = 0.83 | B = 11 | C = -8 | D = 8 | E = 101 | F = -4 | G = 1 | H = -15 | I = 0.9 | J = 1

SMILES: COc1ccc(OC)c(NC(=O)N2CCCC(C(=O)c3ccccc3OC)C2)c1 (stereo unspecified)
  A = 1.1 | B = 1 | C = -12 | D = 12 | E = 100 | F = 1 | G = 8 | H = -4 | I = 1 | J = 1

SMILES: CC(C)OC(=O)CCC/C=C\C[C@@H]1[C@@H](CC[C@@H](O)CCc2ccccc2)[C@H](O)C[C@@H]1O
  A = x | B = 23 | C = x | D = x | E = x | F = -4 | G = 10 | H = x | I = 0.8 | J = 1

SMILES: CCCC1(C(=O)OCC)NC(c2ccc(N(C)C)cc2)C2C(=O)N(c3ccc4c(c3)OCCO4)C(=O)C21 (stereo unspecified)
  A = 0.87 | B = 11 | C = -24 | D = 24 | E = 98 | F = -6 | G = 7 | H = 7 | I = 0.9 | J = 1.1

SMILES: O=C(CSc1nc2ccccc2o1)Nc1ccc(N2CCOCC2)cc1
  A = 2.7 | B = -11 | C = 95 | D = -95 | E = 114 | F = -3 | G = 8 | H = -12 | I = 1.1 | J = 1

SMILES: CCOc1cc(CNc2ccc(S(N)(=O)=O)cc2)ccc1OCC(=O)NC(C)(C)C
  A = 0.55 | B = 9 | C = 11 | D = -11 | E = 104 | F = -1 | G = 17 | H = -15 | I = 0.9 | J = 1

SMILES: C=CCNC(=O)c1scc2c1CCCC2
  A = 0.97 | B = -1 | C = -2 | D = 2 | E = 96 | F = -1 | G = -6 | H = 6 | I = 1 | J = 1

SMILES: CCn1c(=O)n(CC(=O)Nc2ccc(F)cc2)c(=O)c2ccccc21
  A = 1 | B = 21 | C = 2 | D = -2 | E = 93 | F = -7 | G = 7 | H = -8 | I = 0.8 | J = 1.1

SMILES: Cc1cc2n(c(=O)c1C#N)CCCN2c1ccccc1
  A = 1.4 | B = 5 | C = -12 | D = 12 | E = 106 | F = -3 | G = 3 | H = 5 | I = 0.9 | J = 1

SMILES: COc1ccccc1Oc1ccc(-c2cnc3ccccc3n2)cc1[N+](=O)[O-]
  A = 2 | B = 10 | C = 27 | D = -27 | E = 109 | F = -6 | G = 9 | H = -10 | I = 0.9 | J = 1.1

SMILES: COc1ccc(N2CCN(C(c3nnnn3C3CCCC3)C(C)C)CC2)cc1 (stereo unspecified)
  A = 1.1 | B = 5 | C = 2 | D = -2 | E = 96 | F = -9 | G = 4 | H = -5 | I = 0.9 | J = 1.1

SMILES: CN(c1ccccc1)S(=O)(=O)c1cccc(C(=O)OCC(=O)NCc2ccc3c(c2)OCO3)c1
  A = 0.86 | B = 15 | C = 2 | D = -2 | E = 101 | F = -3 | G = -6 | H = -11 | I = 0.9 | J = 1

SMILES: C[N+]1(CCC(=O)c2ccccc2)CCCCC1
  A = 1.1 | B = 2 | C = -7 | D = 7 | E = 96 | F = -8 | G = 11 | H = -1 | I = 1 | J = 1.1

SMILES: CC(C)CC(c1nnnn1Cc1ccccc1)N1CCC(C(N)=O)CC1 (stereo unspecified)
  A = 1.2 | B = 3 | C = -29 | D = 28 | E = 98 | F = -8 | G = -2 | H = 4 | I = 1 | J = 1.1

SMILES: COc1ccc(C(=O)NC(C)c2nnc(SCc3ccc(Cl)c(Cl)c3)n2C)cc1 (stereo unspecified)
  A = 1.2 | B = 12 | C = 6 | D = -6 | E = 95 | F = -2 | G = 5 | H = -11 | I = 0.9 | J = 1

SMILES: Cc1ccc(CNC(=O)C2(C)Oc3ccccc3NC2=O)cc1 (stereo unspecified)
  A = 1.1 | B = 1 | C = -22 | D = 22 | E = 103 | F = -5 | G = 0 | H = -11 | I = 1 | J = 1.1

SMILES: COc1ccc(NC(=S)N/N=C/c2cccn2Cc2ccc(F)cc2)cc1
  A = 1.1 | B = 9 | C = 10 | D = -10 | E = 91 | F = -2 | G = -8 | H = 7 | I = 0.9 | J = 1

SMILES: C=CCNC(=O)c1onc(CSc2cccc(Cl)c2)c1C(=O)O
  A = 1.1 | B = 4 | C = 8 | D = -8 | E = 101 | F = -7 | G = 5 | H = 2 | I = 1 | J = 1.1

# Part of the list above, as comma-separated lines.
canonical_smiles,NF-kB neuron act,Diaph inh CS,APP 5'UTR act,APP transl inh,STAT1 activator,FLuc inhib CS,G6PDH counter,TLR4 MyD88 comp,Diaph act CS,FLuc stim CS
Cn1cc(P(=O)(N2CCOCC2)N2CCOCC2)cc1P(=S)(N1CCOCC1)N1CCOCC1,1.1,-4,-20,20,112,-8,9,-2,1,1.1
CN(C)c1ccc(C(=O)c2ccccc2C(=O)O)c(O)c1,1.2,0,8,-8,99,-2,8,-1,1,1
Cc1ccsc1/C=C/C(=O)O,0.83,11,-8,8,101,-4,1,-15,0.9,1
COc1ccc(OC)c(NC(=O)N2CCCC(C(=O)c3ccccc3OC)C2)c1 (stereo unspecified),1.1,1,-12,12,100,1,8,-4,1,1
CC(C)OC(=O)CCC/C=C\C[C@@H]1[C@@H](CC[C@@H](O)CCc2ccccc2)[C@H](O)C[C@@H]1O,x,23,x,x,x,-4,10,x,0.8,1
CCCC1(C(=O)OCC)NC(c2ccc(N(C)C)cc2)C2C(=O)N(c3ccc4c(c3)OCCO4)C(=O)C21 (stereo unspecified),0.87,11,-24,24,98,-6,7,7,0.9,1.1
O=C(CSc1nc2ccccc2o1)Nc1ccc(N2CCOCC2)cc1,2.7,-11,95,-95,114,-3,8,-12,1.1,1
CCOc1cc(CNc2ccc(S(N)(=O)=O)cc2)ccc1OCC(=O)NC(C)(C)C,0.55,9,11,-11,104,-1,17,-15,0.9,1
C=CCNC(=O)c1scc2c1CCCC2,0.97,-1,-2,2,96,-1,-6,6,1,1
